# Compound activity deposited in PubChem BioAssay by Broad Institute.
# TcdB GH inh: blocks C. difficile toxin B glycohydrolase activity | inhibition, % at 9.99 µM | TcdB glycohydrolase enzymatic assay, plate reader | hit rate 0.24% among 350,000 | AID 652162 | P18177; in the data active means inhibition above about 10%
# Target sequence (P18177 whole entry, looked up): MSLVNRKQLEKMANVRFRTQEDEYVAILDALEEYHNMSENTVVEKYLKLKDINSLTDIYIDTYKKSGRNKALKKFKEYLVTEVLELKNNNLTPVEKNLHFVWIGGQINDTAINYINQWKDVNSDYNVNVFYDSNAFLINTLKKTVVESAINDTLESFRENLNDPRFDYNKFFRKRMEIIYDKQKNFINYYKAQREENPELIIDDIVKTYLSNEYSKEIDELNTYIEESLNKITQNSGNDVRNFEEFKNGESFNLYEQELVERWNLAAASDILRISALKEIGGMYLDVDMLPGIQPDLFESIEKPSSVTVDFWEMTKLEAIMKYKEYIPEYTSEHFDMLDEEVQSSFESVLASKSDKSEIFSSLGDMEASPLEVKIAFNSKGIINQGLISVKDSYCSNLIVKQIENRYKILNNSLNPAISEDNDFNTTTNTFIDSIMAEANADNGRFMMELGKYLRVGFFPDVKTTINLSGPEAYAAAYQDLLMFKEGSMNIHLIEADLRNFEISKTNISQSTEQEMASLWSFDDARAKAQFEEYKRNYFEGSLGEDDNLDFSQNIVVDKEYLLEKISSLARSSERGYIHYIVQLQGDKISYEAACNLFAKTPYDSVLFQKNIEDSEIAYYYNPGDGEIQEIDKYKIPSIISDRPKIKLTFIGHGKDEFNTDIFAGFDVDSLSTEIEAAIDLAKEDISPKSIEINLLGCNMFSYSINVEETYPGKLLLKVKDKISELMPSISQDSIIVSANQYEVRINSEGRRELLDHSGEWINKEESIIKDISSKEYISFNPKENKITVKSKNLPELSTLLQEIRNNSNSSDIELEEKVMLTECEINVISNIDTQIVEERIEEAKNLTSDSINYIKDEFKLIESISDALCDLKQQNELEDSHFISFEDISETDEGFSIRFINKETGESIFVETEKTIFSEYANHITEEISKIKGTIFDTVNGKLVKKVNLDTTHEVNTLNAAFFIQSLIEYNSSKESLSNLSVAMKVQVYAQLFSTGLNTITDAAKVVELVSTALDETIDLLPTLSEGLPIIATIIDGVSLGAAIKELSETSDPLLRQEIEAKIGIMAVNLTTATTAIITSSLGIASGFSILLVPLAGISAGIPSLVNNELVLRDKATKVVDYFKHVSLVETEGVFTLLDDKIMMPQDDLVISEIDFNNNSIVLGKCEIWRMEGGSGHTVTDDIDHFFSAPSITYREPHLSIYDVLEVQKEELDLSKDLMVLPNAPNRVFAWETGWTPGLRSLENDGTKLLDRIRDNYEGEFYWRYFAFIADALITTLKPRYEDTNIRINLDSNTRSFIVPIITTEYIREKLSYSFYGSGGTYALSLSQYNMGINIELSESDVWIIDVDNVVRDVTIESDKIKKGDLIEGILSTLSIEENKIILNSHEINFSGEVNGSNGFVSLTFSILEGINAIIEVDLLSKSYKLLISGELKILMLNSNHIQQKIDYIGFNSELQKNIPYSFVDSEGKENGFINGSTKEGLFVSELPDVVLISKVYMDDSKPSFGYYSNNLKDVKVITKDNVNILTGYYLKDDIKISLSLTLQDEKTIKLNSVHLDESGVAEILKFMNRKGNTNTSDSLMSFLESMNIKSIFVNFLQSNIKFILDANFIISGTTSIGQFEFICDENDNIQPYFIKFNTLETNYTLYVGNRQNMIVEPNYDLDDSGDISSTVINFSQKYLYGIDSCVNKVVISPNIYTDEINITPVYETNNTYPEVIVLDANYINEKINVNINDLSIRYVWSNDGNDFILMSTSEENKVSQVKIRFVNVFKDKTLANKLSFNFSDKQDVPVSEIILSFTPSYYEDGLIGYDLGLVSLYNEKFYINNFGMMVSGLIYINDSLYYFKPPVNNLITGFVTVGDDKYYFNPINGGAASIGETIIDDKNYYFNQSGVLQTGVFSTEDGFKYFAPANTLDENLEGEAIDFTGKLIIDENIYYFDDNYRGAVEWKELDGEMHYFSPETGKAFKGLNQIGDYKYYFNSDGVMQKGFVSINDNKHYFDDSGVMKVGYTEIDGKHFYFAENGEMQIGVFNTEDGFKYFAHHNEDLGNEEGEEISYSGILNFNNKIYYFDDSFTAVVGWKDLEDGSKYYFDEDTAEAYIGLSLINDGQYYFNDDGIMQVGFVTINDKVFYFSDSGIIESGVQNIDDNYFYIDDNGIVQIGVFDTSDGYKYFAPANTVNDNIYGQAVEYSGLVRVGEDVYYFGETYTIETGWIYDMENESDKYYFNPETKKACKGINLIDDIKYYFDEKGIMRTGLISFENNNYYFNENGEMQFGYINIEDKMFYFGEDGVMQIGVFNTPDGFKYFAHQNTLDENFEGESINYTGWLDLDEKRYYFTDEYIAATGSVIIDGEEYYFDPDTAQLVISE
# * marks the source's active call; other numbers are inactive results; & = joins results of further samples.
# The first 2 entries, ahead of the listing:
SMILES,TcdB GH inh
COc1ccc2c3c(n(C)c2c1)[C@H](CO)N(C(=O)Cc1ccccn1)CC31CN(CC2CCOCC2)C1,1.7
C[C@@H]1CN([C@H](C)CO)C(=O)c2cc(C3=CCCC3)cnc2O[C@H]1CN(C)C(=O)Nc1ccc(F)cc1,1.5

# The list itself, from the start:
SMILES,TcdB GH inh
COc1ccc2c3c(n(C)c2c1)[C@H](CO)N(C(=O)Cc1ccccn1)CC31CN(CC2CCOCC2)C1,1.7
C[C@@H]1CN([C@H](C)CO)C(=O)c2cc(C3=CCCC3)cnc2O[C@H]1CN(C)C(=O)Nc1ccc(F)cc1,1.5
CC=Cc1ccc2n(c1=O)C[C@@H]1[C@@H](CO)[C@H](C(=O)NC3Cc4ccccc4C3)N(CC3CCCC3)[C@H]21 (mixture of isomers),0.6
C[C@H]1CN([C@@H](C)CO)C(=O)c2cccc(NC(=O)c3ccncc3)c2O[C@@H]1CN(C)C(=O)Nc1cccc2ccccc12,-2.6
CO[C@@H]1CN(C)C(=O)c2ccc(NS(=O)(=O)c3ccccc3)cc2OC[C@@H](C)N(C(=O)NC(C)C)C[C@H]1C,-0.4
C[C@@H]1CN([C@@H](C)CO)S(=O)(=O)c2ccc(C#CC3(O)CCCC3)cc2O[C@H]1CN(C)C(=O)Nc1cccc(F)c1,0.2
CC(C)NC(=O)NCC[C@@H]1CC[C@@H](NS(=O)(=O)c2ccccc2)[C@H](CO)O1,0.5
COc1ccc(-c2cnc3c(c2)C(=O)N([C@@H](C)CO)C[C@H](C)[C@@H](CN(C)C(=O)NC2CCCC2)O3)cc1,0.9
COc1ccccc1C(=O)N1C[C@H]2[C@@H](c3ccccc31)[C@@H](CO)N2Cc1ccc(F)cc1,-1.3
CO[C@H]1CN(C)C(=O)c2ccc(NC(=O)c3cccc(F)c3)cc2OC[C@H](C)N(C)C[C@@H]1C,0.5
C[C@@H]1CCCCO[C@H](CN(C)Cc2ccccc2)[C@H](C)CN([C@@H](C)CO)C(=O)c2cc(NS(=O)(=O)c3ccccc3)ccc2O1,0.9
CN(C)CC(=O)N[C@H]1CC[C@H](CCNC(=O)Nc2ccc(Cl)cc2)O[C@H]1CO,-0.3
COc1ccc(S(=O)(=O)N(C)C[C@@H]2Oc3c(NC(=O)Nc4ccc(F)cc4)cccc3C(=O)N([C@H](C)CO)C[C@@H]2C)cc1,1.0
CO[C@H]1CN(C)C(=O)c2cc(NC(=O)Cc3ccccc3)ccc2OC[C@@H](C)N(CC2CC2)C[C@@H]1C,-1.4
Cn1cnc(S(=O)(=O)N2C[C@@H](O)COC[C@H]3O[C@@H](CC(=O)N4CCN(c5ccccc5)CC4)CC[C@@H]32)c1,0.3
CO[C@@H]1CN(C)C(=O)c2ccc(NC(=O)C3CCOCC3)cc2OC[C@H](C)N(CC2CC2)C[C@H]1C,-1.1
C[C@@H]1CN([C@@H](C)CO)C(=O)c2cc(N(C)C)ccc2O[C@H]1CN(C)C(=O)Nc1ccc(C(F)(F)F)cc1,-1.2
CO[C@H]1CN(C)C(=O)c2ccc(NC(=O)C3CC3)cc2OC[C@H](C)N(Cc2cccnc2)C[C@@H]1C,1.2
C[C@@H]1CN([C@H](C)CO)C(=O)Cc2cc(NS(=O)(=O)c3cccs3)ccc2O[C@H]1CN(C)C(=O)Nc1ccc2c(c1)OCO2,-2.2
COc1ccc(C#Cc2ccc3c(c2)O[C@H](CN(C)C(C)=O)[C@@H](C)CN([C@@H](C)CO)S3(=O)=O)cc1,0.6
C[C@@H]1CN([C@@H](C)CO)C(=O)c2cc(NC(=O)C3CCCCC3)ccc2O[C@@H](C)CCCCO[C@H]1CN(C)C(=O)CCCN(C)C,0.2
CC(C)NC(=O)N(C)C[C@@H]1Oc2ccc(NS(=O)(=O)c3ccc(F)cc3)cc2C(=O)N([C@H](C)CO)C[C@@H]1C,-0.6
COc1ccc(S(=O)(=O)Nc2ccc3c(c2)CC(=O)N([C@@H](C)CO)C[C@H](C)[C@@H](CN(C)Cc2ccc(C(F)(F)F)cc2)O3)cc1,-0.5
Cc1noc(C)c1NC(=O)N(C)C[C@H]1Oc2ccc(NC(=O)Nc3ccccc3)cc2CC(=O)N([C@@H](C)CO)C[C@@H]1C,0.2
COc1cccc(S(=O)(=O)N[C@@H]2CC[C@@H](CCNC(=O)Cc3ccncc3)O[C@@H]2CO)c1,-0.1
COc1ccc(S(=O)(=O)Nc2ccc3c(c2)C(=O)N([C@@H](C)CO)C[C@H](C)[C@@H](CN(C)S(=O)(=O)c2cn(C)cn2)O3)cc1,0.5
C[C@H](CO)N1C[C@H](C)[C@@H](CN(C)Cc2cccnc2)Oc2ncc(C#Cc3ccccn3)cc2C1=O,-1.1
NC(=O)[C@@H]1[C@H]2C(=O)O[C@H](c3ccccc3)[C@H](c3ccccc3)N2[C@H](c2ccc(OCCO)cc2)[C@@]12C(=O)Nc1ccccc12,-4.3
CC(C)NC(=O)N(C)C[C@@H]1OCCCC[C@H](C)Oc2ccc(NC(=O)c3ccncc3)cc2C(=O)N([C@@H](C)CO)C[C@H]1C,0.0
COc1cccc(C#Cc2cnc3c(c2)C(=O)N([C@H](C)CO)C[C@@H](C)[C@@H](CN(C)C(C)=O)O3)c1,0.8
Cc1ccc(S(=O)(=O)N[C@@H]2C=C[C@@H](CC(=O)O)O[C@H]2CO)cc1,-3.1
COc1ccc(CN(C)C[C@H]2OCCCC[C@@H](C)Oc3ccc(NS(=O)(=O)c4cccs4)cc3C(=O)N([C@@H](C)CO)C[C@H]2C)cc1,-0.1
Cc1ccc(S(=O)(=O)N(C)C[C@H]2Oc3ccc(NC(=O)C4CC4)cc3CC(=O)N([C@H](C)CO)C[C@H]2C)cc1,0.8
CC(C)c1cn(CC[C@H]2CC[C@@H](NC(=O)C3CC3)[C@@H](CO)O2)nn1,0.5
CN1C(=O)c2cc(NC(=O)c3cnccn3)ccc2OC[C@@H]2O[C@H](CC(=O)NCC3CCCCC3)CC[C@H]21,0.5
C[C@H](CO)N1C[C@H](C)[C@H](CN(C)Cc2ccc(Cl)c(Cl)c2)OCCCC[C@H](C)Oc2ccc(NC(=O)Nc3ccc(C(F)(F)F)cc3)cc2C1=O,0.5
CNC[C@@H]1Oc2ncc(C#Cc3ccncc3)cc2C(=O)N([C@H](C)CO)C[C@@H]1C,0.0
C[C@@H]1CN([C@H](C)CO)C(=O)c2cc(C#CC3CCCCC3)cnc2O[C@H]1CN(C)C(=O)c1ccncc1,0.5
C[C@@H]1CN([C@@H](C)CO)C(=O)c2cc(NC(=O)Nc3ccc(F)cc3)ccc2O[C@@H]1CN(C)Cc1ccc(C(=O)O)cc1,-0.4
CC=Cc1ccc2n(c1=O)C[C@H]1[C@H](CO)[C@@H](C(=O)NCc3ccc(F)cc3)N(Cc3cncnc3)[C@@H]21 (mixture of isomers),0.2
C[C@H]1CN([C@@H](C)CO)C(=O)Cc2cc(NC(=O)Nc3ccc(C(F)(F)F)cc3)ccc2O[C@H]1CN(C)C(=O)Nc1ccccc1,0.8
C[C@@H]1CN([C@@H](C)CO)C(=O)c2cc(NS(=O)(=O)c3ccc(F)cc3)ccc2O[C@H]1CN(C)CC1CC1,-2.1
O=C(N[C@@H]1CC[C@H](CCn2cc(C3CCCCC3)nn2)O[C@@H]1CO)c1cccnc1,-0.3
C[C@H](CO)N1C[C@H](C)[C@H](CN(C)Cc2ccc3c(c2)OCO3)Oc2ccc(NS(=O)(=O)c3cccs3)cc2CC1=O,0.1
C[C@H](CO)N1C[C@H](C)[C@@H](CN(C)C(=O)c2ccccc2)OCCCC[C@H](C)Oc2ccc(NC(=O)CCC(F)(F)F)cc2C1=O,-0.1
C[C@@H]1CN([C@H](C)CO)C(=O)c2cc(NS(C)(=O)=O)ccc2O[C@@H](C)CCCCO[C@H]1CN(C)S(=O)(=O)c1ccc(F)cc1,0.4
C[C@@H]1CN([C@H](C)CO)C(=O)c2cc(NS(=O)(=O)c3ccc(Cl)cc3)ccc2O[C@@H]1CN(C)S(=O)(=O)c1ccc(F)cc1,-0.2
O=C(Nc1ccc(F)cc1)N1CCCCN2[C@@H](CO)[C@H](c3ccc(C#Cc4ccccn4)cc3)[C@@H]2C1,0.1
C[C@H]1CN([C@@H](C)CO)C(=O)c2cc(-c3ccccc3F)cnc2O[C@H]1CN(C)C(=O)C1CCCCC1,1.0
CO[C@@H]1CN(C)C(=O)c2ccc(NC(=O)Nc3ccccc3F)cc2OC[C@H](C)N(C)C[C@@H]1C,0.4
# Going on with the list.
SMILES,TcdB GH inh
CN(C)C(=O)c1cccc(-c2ccc3c(c2)[C@@H]2[C@@H](CCN2C(=O)c2cccc(F)c2)[C@H](CO)N3C)c1,-0.6
C[C@@H]1CCCCO[C@H](CN(C)Cc2ccc3c(c2)OCO3)[C@H](C)CN([C@H](C)CO)C(=O)c2cc(NS(=O)(=O)c3ccc(Cl)cc3)ccc2O1,0.7&0.8
CO[C@H]1CN(C)C(=O)c2cc(NC(=O)Nc3ccc(Cl)cc3)ccc2OC[C@@H](C)N(C)C[C@@H]1C,0.8
C[C@H](CO)N1C[C@H](C)[C@H](CN(C)S(=O)(=O)c2ccc(Cl)cc2)Oc2c(NC(=O)c3ccncc3)cccc2C1=O,0.5
C[C@@H]1CN([C@H](C)CO)C(=O)c2cc(N(C)C)ccc2O[C@H]1CN(C)C(=O)Nc1ccc2c(c1)OCO2,-2.2
COCC(=O)Nc1ccc2c(c1)C(=O)N(C)[C@@H]1CC[C@@H](CC(=O)Nc3ccccc3)O[C@@H]1CO2,-0.3
OC[C@H]1[C@H](c2ccc(-c3ccccc3)cc2)[C@H]2CN(Cc3ccccn3)CCCCN21,-16
O=C(C[C@H]1CC[C@@H]2[C@H](COC[C@H](O)CN2S(=O)(=O)c2ccc(F)cc2)O1)N[C@H]1CCN(Cc2ccccc2)C1,-2.2
CN1C(=O)c2cc(NS(C)(=O)=O)ccc2OC[C@@H]2O[C@H](CC(=O)N3CCOCC3)CC[C@@H]21,-3.6
O=C(c1cccc(F)c1)N1CC[C@H]2[C@H](CO)Nc3ccc(-c4ccccc4)cc3[C@H]21,-0.1
COc1ccc2c3c(n(C)c2c1)[C@H](CO)N(C(C)=O)CC31CCN(Cc2ccccc2OC)CC1,-0.3
CCCN1C[C@H](C)[C@H](OC)CN(C)C(=O)c2cc(NC(=O)c3ccccc3F)ccc2OC[C@@H]1C,-0.2
CC(C)C#Cc1ccc([C@H]2[C@@H](CO)N3C(=O)CN(C(=O)c4ccc5c(c4)OCO5)C[C@@H]23)cc1,-1.0
O=C(C[C@H]1C=C[C@@H](NS(=O)(=O)c2ccc(F)cc2)[C@H](CO)O1)NC1CCCCC1,0.1
NC(=O)[C@H]1[C@@H]2C(=O)O[C@@H](c3ccccc3)[C@@H](c3ccccc3)N2[C@@H](c2ccccc2OCCO)[C@]12C(=O)Nc1ccccc12,1.7
Cc1noc(C)c1NC(=O)Nc1ccc2c(c1)C(=O)N([C@H](C)CO)C[C@H](C)[C@H](CN(C)Cc1ccccc1)O2,-1.3
C[C@H]1CN([C@@H](C)CO)C(=O)c2cc(-c3cccc(F)c3)cnc2O[C@H]1CN(C)Cc1cncnc1,-6.2
CC(C)NC(=O)N(C)C[C@@H]1Oc2cc(C3=CCCCC3)ccc2S(=O)(=O)N([C@@H](C)CO)C[C@H]1C,0.2
C[C@H](CO)N1C[C@H](C)[C@H](CN(C)Cc2ccccc2)Oc2ccc(NC(=O)CCN3CCOCC3)cc2C1=O,-0.3
CNC(=O)C[C@@H]1CC[C@H]2[C@@H](COC[C@@H](O)CN2S(=O)(=O)c2cccc(Cl)c2)O1,0.2

# Structural class: those above with two or more sulfur atoms
SMILES,TcdB GH inh
C[C@@H]1CN([C@H](C)CO)C(=O)Cc2cc(NS(=O)(=O)c3cccs3)ccc2O[C@H]1CN(C)C(=O)Nc1ccc2c(c1)OCO2,-2.2
COc1ccc(S(=O)(=O)Nc2ccc3c(c2)C(=O)N([C@@H](C)CO)C[C@H](C)[C@@H](CN(C)S(=O)(=O)c2cn(C)cn2)O3)cc1,0.5
COc1ccc(CN(C)C[C@H]2OCCCC[C@@H](C)Oc3ccc(NS(=O)(=O)c4cccs4)cc3C(=O)N([C@@H](C)CO)C[C@H]2C)cc1,-0.1
C[C@H](CO)N1C[C@H](C)[C@H](CN(C)Cc2ccc3c(c2)OCO3)Oc2ccc(NS(=O)(=O)c3cccs3)cc2CC1=O,0.1
C[C@@H]1CN([C@H](C)CO)C(=O)c2cc(NS(C)(=O)=O)ccc2O[C@@H](C)CCCCO[C@H]1CN(C)S(=O)(=O)c1ccc(F)cc1,0.4
C[C@@H]1CN([C@H](C)CO)C(=O)c2cc(NS(=O)(=O)c3ccc(Cl)cc3)ccc2O[C@@H]1CN(C)S(=O)(=O)c1ccc(F)cc1,-0.2

# Next part:
SMILES,TcdB GH inh
O=C(CCN1CCCCC1)NCC[C@H]1CC[C@@H](NC(=O)C2CCCCC2)[C@@H](CO)O1,0.1
C[C@H]1CN([C@@H](C)CO)C(=O)c2cc(NC(=O)CCC(F)(F)F)ccc2O[C@H]1CN(C)Cc1ccc2c(c1)OCO2,-0.1
COc1cccc(C(=O)Nc2ccc3c(c2)C(=O)N(C)[C@@H]2CC[C@@H](CC(=O)NCCCN4CCOCC4)O[C@@H]2CO3)c1,0.7
C[C@H](CO)N1C[C@H](C)[C@@H](CN(C)Cc2ccc(C(=O)Nc3ccccc3N)cc2)Oc2ccc(NC(=O)CCN3CCOCC3)cc2CC1=O,-0.4
C[C@H]1CN([C@@H](C)CO)C(=O)c2cc(C#CCN(C)C)cnc2O[C@H]1CN(C)Cc1ccc(C(=O)O)cc1,-9.2
Cc1noc(C)c1NC(=O)N(C)C[C@@H]1Oc2ccc(NC(=O)C3CC3)cc2CC(=O)N([C@H](C)CO)C[C@@H]1C,0.4
C[C@@H]1CN([C@H](C)CO)C(=O)c2cc(NC(=O)CCCN(C)C)ccc2O[C@@H](C)CCCCO[C@@H]1CN(C)C(=O)Nc1ccccc1,0.5
CN1CCN(C(=O)C[C@@H]2CC[C@H]3[C@@H](COC[C@H](O)CN3Cc3cccc(F)c3)O2)CC1,0.5
COc1ccc(NC(=O)N(C)C[C@H]2Oc3c(NC(=O)C4CCCCC4)cccc3C(=O)N([C@H](C)CO)C[C@H]2C)cc1,1.3
CO[C@@H]1CN(C)C(=O)c2ccc(NS(C)(=O)=O)cc2OC[C@@H](C)N(C)C[C@H]1C,-0.1

# Not all compounds are listed; rates above refer to the full screens.
